# DAX1 inh-1 – DAX1 (NR0B1) inhibition, primary screen | HEK293T StAR-luciferase reporter, SF-1/DAX-1 repression relief | inhibition, % at 6.8 µM | 370,000 compounds, 1.1% hits | AID 652010;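 active = inhibition above the mean over all tested compounds plus 3 SD, cut at about 3.6% in these data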;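 note: 0% = DAX-1 cells with DMSO and 100% = cells lacking DAX-1 with DMSO; higher inhibition means more luminescence from relief of DAX-1 repression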
# NPR1 activator – GC-A (human) enzyme activation | P16066 | HEK293 GC-A cells, cGMP TR-FRET, EC30 ANP; 0% at EC30 ANP, 100% saturating ANP | activation, % at 10 µM | 370,000 compounds, 0.14% hits; in the data active = activation above about 40%
# Target sequence (P16066 whole entry, looked up): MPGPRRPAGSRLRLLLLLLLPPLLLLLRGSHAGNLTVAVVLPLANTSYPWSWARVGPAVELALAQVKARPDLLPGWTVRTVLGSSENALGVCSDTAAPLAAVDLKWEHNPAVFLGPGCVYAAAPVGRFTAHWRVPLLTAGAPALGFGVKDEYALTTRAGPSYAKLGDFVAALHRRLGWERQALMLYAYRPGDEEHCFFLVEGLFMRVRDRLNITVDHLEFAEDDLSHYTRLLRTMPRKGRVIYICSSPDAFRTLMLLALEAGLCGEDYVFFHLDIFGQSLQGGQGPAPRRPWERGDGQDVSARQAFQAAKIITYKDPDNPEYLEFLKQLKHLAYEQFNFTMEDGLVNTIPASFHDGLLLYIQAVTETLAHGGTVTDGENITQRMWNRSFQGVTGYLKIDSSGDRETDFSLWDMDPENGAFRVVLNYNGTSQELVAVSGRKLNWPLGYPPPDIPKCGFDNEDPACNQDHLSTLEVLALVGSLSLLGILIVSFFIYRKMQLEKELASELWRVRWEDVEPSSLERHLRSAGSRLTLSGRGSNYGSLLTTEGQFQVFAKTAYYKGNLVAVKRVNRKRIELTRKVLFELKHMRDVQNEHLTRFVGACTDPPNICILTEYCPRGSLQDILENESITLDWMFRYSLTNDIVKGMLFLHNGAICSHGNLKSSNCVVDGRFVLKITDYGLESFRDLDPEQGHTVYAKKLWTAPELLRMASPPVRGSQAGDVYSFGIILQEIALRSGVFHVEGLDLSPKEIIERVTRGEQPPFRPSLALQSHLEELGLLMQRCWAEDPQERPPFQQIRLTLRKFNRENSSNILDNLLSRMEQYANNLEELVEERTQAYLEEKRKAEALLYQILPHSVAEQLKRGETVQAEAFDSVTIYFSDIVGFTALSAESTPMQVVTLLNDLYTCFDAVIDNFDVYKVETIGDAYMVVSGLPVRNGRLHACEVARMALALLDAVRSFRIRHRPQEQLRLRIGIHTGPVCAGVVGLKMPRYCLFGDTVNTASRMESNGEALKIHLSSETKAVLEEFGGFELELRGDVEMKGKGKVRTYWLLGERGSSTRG
# DAX1 inh-2 – NR0B1 (DAX1) inhibition | P51843 | inhibition, % at 6.75 µM | AID 504766 | HEK293 Gal4-DAX1 luciferase reporter, luminescence | 340,000 compounds, 0.99% hits;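 active = inhibition above the mean over all tested compounds plus 3 SD, cut at about 4.2% in these data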;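 note: 0% = DAX1-transfected cells with DMSO and 100% = empty-vector control cells with DMSO; inhibition shows as a rise in luminescence from relieved DAX1 repression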
# ADAM17 inh – ADAM17 inhibition, QFRET primary screen | P78536 | recombinant ADAM17, EDANS/DABCYL FRET peptide cleavage | inhibition, % at 6.95 µM | 370,000 compounds, 0.83% hits | AID 720648;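 active = inhibition above the mean of compounds lying between control limits plus 3 SD, set per campaign, cut at about 8.5% in these data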;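 note: 0% = DMSO-only wells as the low control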
# FXN GAA850 act – increases GAA850 frataxin promoter reporter activity; HEK293 lucGAA850 FXN promoter luciferase reporter, 24 h; percent of 10 µM SAHA response; activation, % at 6 µM; 360,000 compounds, 0.56% hits; AID 540364;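 active = activation above the average of all compounds screened plus 3 SD, cutoff fixed separately per campaign, cut at about 7.5% in these data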;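 note: 0% = DMSO wells and 100% = 10 µM SAHA wells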
# ADAM10 inh – inhibitors of human ADAM10 | O14672 | 370,000 compounds, 0.62% hits | recombinant ADAM10, EDANS/DABCYL FRET peptide cleavage, 3 h | inhibition, % at 7 µM;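 active = inhibition above a per-campaign cutoff equal to the mean of compounds falling between control-based bounds plus 3 SD, cut at about 20% in these data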;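 note: 0% = DMSO wells while the 100% control is not disclosed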
# ssDAF12 agonist – S. stercoralis DAF-12 activation, primary screen. 370,000 compounds, 1% hits. activation, % at 6.8 µM. HEK293 ssDAF-12/GRIP1 lit1-tk-luc reporter, luminescence; % of 3 µM dafachronic acid response;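 active = activation above the mean over all tested compounds plus 3 SD, cut at about 0.9% in these data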;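 note: 0% = DMSO-only wells and 100% = 3 µM delta7-dafachronic acid wells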
# PG9 Ab binder – small molecules binding HIV-1 gp120 antibody PG9. TR-FRET gp120-PG9 antibody binding. inhibition, % at 6.7 µM. 360,000 compounds, 0.43% hits. AID 624416; in the data active = inhibition above about 8.5%
# hcDAF-12 act – H. contortus DAF-12 activation, primary screen; HEK293 hcDAF-12 lit1-tk-luc reporter, luminescence; 0% DMSO, 100% Δ7-dafachronic acid; activation, % at 6.8 µM; 370,000 compounds, 1.4% hits; AID 652067;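 active = activation above the mean of all tested compounds plus 3 SD, cut at about 5.5% in these data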;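 note: 100% = response to 3 µM Δ7-dafachronic acid high control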
# hgDAF-12 ag – hgDAF-12 agonism, primary luciferase screen; 370,000 compounds, 1.8% hits; activation, % at 6.8 µM; HEK293 GAL4-hgDAF12 UAS-luciferase reporter, agonist luminescence; normalized to butyrate control;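 active = activation above a cutoff set at the mean of all screened compounds plus 3 SD, cut at about 10% in these data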;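 note: 0% = DMSO wells and 100% = sodium butyrate wells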
# SMARCA2 act – increases SMARCA2 function in MMTV reporter cells; MG213 cells, MMTV-luciferase reporter, dexamethasone, overnight; activation, % at 9.1 µM; 370,000 compounds, 1% hits; AID 652017; in the data active = activation above about 7.8%;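 note: 0% = vehicle wells and 100% = reference activator wells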
# Active calls of the source: *; i = inactive; x = not tested or not shown. No enrichment for hits, and some 6.8% of all compounds hit somewhere here.
# A first look (2 entries):
# Fields: DAX1 inh-1, NPR1 activator, DAX1 inh-2, ADAM17 inh, FXN GAA850 act, ADAM10 inh, ssDAF12 agonist, PG9 Ab binder, hcDAF-12 act, hgDAF-12 ag, SMARCA2 act
COc1ccc(CC(=O)N2N=C(C)CC2(O)c2cccnc2)cc1OC (stereo not given)
→ 0.5, 1, -1.2, 0, -2.4, -12, -1.1, 0.6, 0.2, -1.6, -2
COc1ccc(C(=O)NCCOc2cccc(OC)c2)cc1
→ -0.3, 2, -0.7, -2, 2.3, -5, -1.3, -1.2, -1.8, 2.6, 1

# The list itself, from the first entry:
# Fields: DAX1 inh-1, NPR1 activator, DAX1 inh-2, ADAM17 inh, FXN GAA850 act, ADAM10 inh, ssDAF12 agonist, PG9 Ab binder, hcDAF-12 act, hgDAF-12 ag, SMARCA2 act
COc1ccc(CC(=O)N2N=C(C)CC2(O)c2cccnc2)cc1OC (stereo not given)
→ 0.5, 1, -1.2, 0, -2.4, -12, -1.1, 0.6, 0.2, -1.6, -2
COc1ccc(C(=O)NCCOc2cccc(OC)c2)cc1
→ -0.3, 2, -0.7, -2, 2.3, -5, -1.3, -1.2, -1.8, 2.6, 1
CCCCOC(=O)Nc1nnc(COc2ccccc2)s1
→ -0.2, -2, 1.1, 4, 5.5, 5, -1.9, -2.7, -0.5, 0.7, 2
CCCCN(C(=O)C1=NN(c2ccccc2)C(=O)CC1)c1c(N)n(CCC)c(=O)[nH]c1=O
→ 2.7, 0, -0.3, 3, 2.1, -17, -1.2, -0.4, -0.9, -0.5, 5
Cc1cccc(-n2c(SC(C)C(=O)O)nc3sc4c(c3c2=O)CCCC4)c1 (stereo not given)
→ 0.3, 4, -0.1, -2, -0.6, 10, -1.3, -0.2, 2.0, 0.7, 2
CCc1cc2c(=O)c(-c3cscn3)coc2c(CN(C)C)c1O
→ -0.1, 6, -0.7, -241, -0.2, i, -0.3, -0.9, 1.5, -1.7, 1
C=CCN(c1ccc(C(=O)NCCCn2ccnc2)cc1)S(C)(=O)=O
→ -0.1, 0, -0.9, -2, 1.8, 0, -1.6, -2.1, -0.5, 3.2, 1
Cn1c(=O)oc2cc(S(=O)(=O)Nc3ccccc3)ccc21
→ 0.6, 0, 0.5, -2, 0.9, 4, -1.3, -2.9, -0.8, -2.0, -4
CC(C)(C)C(=O)c1c(N)[nH]c(C(=O)c2ccccc2)c1-c1ccc(C(F)(F)F)cc1
→ 0.1, -11, x, 0, x, -16, 0.0, -0.7, -0.3, 1.8, -5
c1ccc(OCCCCN2CCCCC2)cc1
→ -0.2, 0, 2.8, 1, 1.4, 8, -0.9, -0.9, 0.4, 1.5, -1
C/C(CCC(C)C)=N\NC(=O)COc1ccccc1-c1ccccc1
→ 1.1, -1, -1.2, -2, -4.2, -3, -1.7, -0.5, -0.5, -8.4, -5
CSCCC(NC(=O)c1ccccc1Cl)C(=O)N1CCN(C(c2ccccc2)c2ccccc2)CC1 (stereo not given)
→ -2.8, -2, -0.4, 1, -2.8, -1, -1.4, -1.0, -2.2, -1.5, -2
COCCN1Cc2cccc(C(=O)Nc3cccc(-c4nc5ccccc5[nH]4)c3)c2C1=O
→ -1.9, 8, -0.6, -4, -2.8, -2, -1.3, 0.7, -2.6, -0.5, 6
CCOc1c(Br)cc(C(=O)Nc2cccc(S(=O)(=O)N3CCOCC3)c2)cc1OC
→ -1.7, -8, -0.8, 8, 0.3, 16, -1.6, 0.0, -2.2, -1.1, 0
Cc1cc(C(=O)NNC(=O)CCC2CCCCC2)c(C)o1
→ 0.6, 2, 0.7, -6, 0.3, -11, -0.7, -1.9, 1.7, 5.4, -3
COc1ccccc1NC(=O)COC(=O)COc1cccc2c1OC(C)(C)C2
→ -0.3, -2, -0.3, 0, 1.9, -7, -1.6, -0.6, 0.2, -0.8, -1
CCc1sc(C(=O)N2CCc3ccccc32)cc1C
→ 6.3*, 0, 1.8, 1, 5.4, -1, 3.5*, 0.2, 10*, 33*, 2
Cc1ccc2c(c1)N(CC(=O)N1CCCCC1C)C(=O)CO2 (stereo not given)
→ -0.4, -2, -0.9, -3, -1.2, -7, -1.5, -2.3, -1.4, 0.1, -3
O=C1CCC(=O)N1c1ccc(NCCc2cccc(F)c2)c([N+](=O)[O-])c1
→ 0.2, 5, 0.1, 0, 1.6, 0, -1.2, -2.1, 0.0, -1.4, 3
CC(C)C(=O)N1CCC(n2nccc2NC(=O)CCc2ccccc2)CC1
→ -0.3, 3, 1.0, -3, 3.8, 4, -1.2, -0.8, 1.5, 1.1, -1
CC1(C)CC(=O)C2=C(C1)N(c1cccc(O)c1)C1=C(C2)C(=O)CC(C)(C)C1
→ -0.8, 2, 1.7, -67, -1.5, -213, -0.6, 0.4, 0.1, 1.2, 3
CN(C1=C(N2CCOCC2)C(=O)c2ccccc2C1=O)c1ccccc1
→ -1.1, -18, -1.4, -1, -1.5, 0, -1.1, -15, -2.4, -2.0, -3
Nc1[nH]nc2ncc3cc4ccccc4nc3c12
→ 0.4, 0, -0.7, -12, 1.1, -24, -2.2, -1.4, -1.3, 2.3, 3
O=S(=O)(/N=C/c1c(O)ccc2ccccc12)c1cccs1
→ 0.3, -2, x, 4, x, -3, -0.7, 3.0, 5.1, -0.6, -3
CN(C)c1ncnc2sc(-c3ccccc3)cc12
→ -0.1, 2, 0.7, -20, 9.0*, -60, -1.2, -0.2, 0.8, 3.7, 1
Nc1cc(C(F)(F)F)ccc1N1CCOCC1
→ 0.4, -4, -1.3, -13, 1.9, -34, -1.1, -4.4, 0.8, 0.3, -3
CCc1cc2c(=O)c(-c3nc4ccccc4n3C)c(C(C)C)oc2c(CN2CCN(C)CC2)c1O
→ -1.1, -2, -0.6, -77, -1.3, -382, -1.8, -0.3, -1.9, -1.6, 0
COc1ccc(N2C(=O)C3C4C=CC(C4)C3C2=O)nn1 (stereo not given)
→ -0.6, 0, -1.0, -3, 3.5, 4, -0.9, -1.2, -1.7, -1.3, -1
CCCc1cc(C(=O)Nc2sc(C(C)=O)c(C)c2C(=O)OCC)no1
→ 0.4, -1, 2.3, -2, 0.1, -12, -0.6, 0.9, 1.4, -1.2, -1
CCOC(=O)c1c(C)[n+](-c2ccc(C)cc2)c(CC)c2cc(OC)c(OC)cc12
→ -1.3, 12, -0.4, -177, -0.4, -439, -1.3, 0.2, -0.3, -3.5, -3
O=C1c2cccc(Cl)c2C(=O)c2c1cccc2N1CCCC1
→ -0.5, -4, -0.8, 1, 1.1, -4, -0.3, -2.4, 4.7, 0.1, -2
O=C(c1ccc([N+](=O)[O-])cc1)N1CCOCC1
→ -0.1, -1, -0.1, -1, -0.8, -2, 8.9*, -1.2, -0.8, -0.4, 4
CNc1nc2c(C)cccn2c(=O)c1C=NCc1ccccc1
→ 0.4, 6, -1.0, -44, 2.6, -146, -1.5, -0.6, -0.1, 1.6, -4
CCOC(=O)N1CCN(C(=O)c2cc(OCC)c(OCC)c(OCC)c2)CC1
→ 0.3, 3, 1.5, -4, 1.6, -3, -1.4, 0.2, -1.2, -1.5, -3
C#CCOCCOCCOCCNc1nc(N2CCN(C(=O)[C@H]([C@@H](C)CC)n3cc([C@@H](N)CO)nn3)CC2)nc(N2CCN(C(=O)[C@H](Cc3ccc(O)cc3)n3cc([C@@H](N)CC(C)C)nn3)CC2)n1
→ -0.2, 4, 0.3, -2, 1.2, -4, -1.1, 0.8, 0.9, 1.4, 0
C=CCN1[C@H](C#N)[C@@H](c2ccc(C#Cc3cccc(OC)c3)cc2)[C@H]1CO
→ -0.9, 5, x, -3, x, -14, -1.7, x, -5.1, -5.6, 0
Cc1nn(-c2ccccc2)c(NC(=O)c2cccs2)c(-c2ccccc2Cl)c1=O
→ 0.2, -3, x, -3, 0.6, 1, -1.7, -2.4, -0.2, 1.9, 0
Cn1cnc2cc(NCc3ccc(Cl)cc3)ccc21
→ 0.6, 1, 3.4, -4, 4.7, -17, -0.6, -1.7, 2.1, 8.5, 0
COC(=O)CSc1ccc(S(=O)(=O)N2CCCCCC2)cc1[N+](=O)[O-]
→ 0.0, -1, 1.7, -2, 0.1, -3, -1.9, -1.7, -1.2, 0.6, 2
CCOC(=O)[C@]12CCCC=C1N(CCCOC)C(=O)[C@@H]2CC(=O)NCC12CC3CC(CC(C3)C1)C2
→ -0.2, 2, x, -2, x, 2, -1.6, x, -2.7, -2.7, -1
COc1cccc(OC)c1C(=O)Nc1ccc(S(=O)(=O)Nc2ncccn2)cc1
→ -0.1, 5, -0.1, -2, 1.2, -1, -1.0, -1.5, -1.9, 4.1, 0
O=C(COc1ccccc1)Nc1nnc(-c2ccc(Cl)cc2)o1
→ 1.6, 3, 0.2, -1, 1.5, 1, -1.0, -2.0, 2.8, 4.4, -1
O=C(COC(=O)c1c(Cl)cccc1Cl)Nc1cccc(S(=O)(=O)NC2=NCCCCC2)c1
→ -1.2, 2, -0.2, 5, 0.4, 4, -1.9, 0.3, -3.1, -3.9, -6
Nc1c(C(=O)c2ccccc2)oc2ccc([N+](=O)[O-])cc12
→ 0.5, -3, 0.8, -2, 8.3*, 3, -2.1, -0.4, 0.4, 4.4, 1
c1ccc(-c2ccccc2-n2cnnn2)cc1
→ -0.5, 0, 0.4, -3, -2.4, 4, -0.6, -0.2, -1.8, -0.5, 2
O=[N+]([O-])c1cccc(N/N=C/c2cccc(O)c2O)c1
→ 0.6, -2, -0.8, 3, 8.7*, 8, -0.8, -1.3, 0.0, 0.5, 6
O=C(O)c1ccccc1N/N=C/c1c(Sc2nnnn2-c2ccccc2)nc2ccccn2c1=O
→ 1.7, -5, -0.3, -18, 1.5, -46, 0.0, 0.3, -1.0, -1.6, -5
O=C(Cn1c2[n+](c3ccccc31)CC(O)CS2)c1ccccc1 (stereo not given)
→ 0.4, 1, 0.8, 2, 0.5, 6, -1.9, 0.6, 0.7, 0.9, 0
N#C/C=C1\Sc2ccccc2C(=O)N1CC(=O)N1CCN(S(=O)(=O)c2ccccc2)CC1
→ 0.3, 1, 4.8*, 1, -1.3, 3, -1.6, 16*, 2.2, 3.1, 7
CC(C(=O)NC(N)=O)N1C(=O)NC(c2ccccc2)(c2ccccc2)C1=O (stereo not given)
→ 0.0, -4, 0.4, -5, -2.1, 1, -1.5, 0.3, -1.0, -0.5, -2
Cc1ccc(S(=O)(=O)NCc2ccccc2)cc1
→ -0.5, 5, -1.6, 0, 0.5, 0, -1.4, -0.5, -0.9, -0.1, -1
CCN(Cc1ccccc1)C(=O)c1cccc(S(=O)(=O)N2CCN(c3ccccc3)CC2)c1
→ -3.5, 2, -2.5, 6, -0.9, 4, -0.8, 1.2, -3.0, -2.4, -3
O=C(C(Cl)Cl)N1CCN(c2ccccn2)CC1
→ -1.2, -1, -0.9, -1, 3.2, 4, -0.3, -0.4, -0.5, 0.9, 0
O=C1N(c2ccc(Cl)cc2)C(c2ccccc2)N2CCCN12 (stereo not given)
→ 0.2, -10, 0.4, 3, 0.0, 3, -1.4, -1.6, -2.4, 0.0, -1

# From PubChem BioAssay
